APEX1 inh = APE1 (human) endonuclease inhibition. recombinant APE1, TAMRA/BHQ-2 abasic DNA cleavage fluorescence. Potency, µM (series often up to 65.8 µM), inactives show at the highest dose activity change, negative = inhibition, usual class: inhibitors. 0.35% of 350,000 active. AID 2517;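 note: plate controls were vehicle for no effect and reference inhibitor for full effect; nearly all actives have a fitted effect of over 55% in size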
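Substrate: short duplex with […] THF abasic site, 5'-TAMRA and 3'-BHQ-2, 50 nM final. APE1 at 0.75 nM, preincubated 15 min RT with compound. Fluorescence increase from first to third read measured activity.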
POLK inh = DNA polymerase kappa (human) inhibition | Q9UBT6 | purified Pol kappa, fluorescent DNA synthesis assay, 10 min | Potency, µM (top dose mostly 107 µM), for the others: at the top dose activity, negative = inhibition, usual class: inhibitors | 0.53% of 400,000 active; note: % is set by controls: 0 for no effect and ±100 for the full control effect
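Activity was followed as the change in fluorescence between reads at 0 and 10 min after starting the reaction with 50 nM substrate. Beforehand, 10 nM polymerase had been preincubated with compound for 15 min at room temperature.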
Pol beta inh = blocks human DNA polymerase beta activity; 1.3% of 340,000 active; Pol beta primer extension/strand displacement, fluorescence kinetic; Potency, µM (titrated, usually from 114 µM), without a hit: at the highest dose activity change, negative = inhibition, usual class: inhibitors; AID 485314; note: % is set by controls: 0 for no effect and ±100 for the full control effect
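Curves were derived by four-parameter Hill fits of normalized qHTS data. The kinetic fluorescent primer-extension read was taken at 0 and 10 min after 50 nM substrate, following a 15 min room-temperature preincubation of 10 nM enzyme with compounds.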
POLH inh = inhibitors of human DNA polymerase eta. Q9Y253. recombinant Pol eta, fluorescent DNA replication assay. Potency, µM (highest dose often 114 µM), inactives show at the highest dose activity change, negative = inhibition, hits mostly inhibitors. 1.2% of 390,000 active. AID 588591; note: % is set by controls: 0 for no effect and ±100 for the full control effect
Target sequence (Q9Y253 whole entry, looked up): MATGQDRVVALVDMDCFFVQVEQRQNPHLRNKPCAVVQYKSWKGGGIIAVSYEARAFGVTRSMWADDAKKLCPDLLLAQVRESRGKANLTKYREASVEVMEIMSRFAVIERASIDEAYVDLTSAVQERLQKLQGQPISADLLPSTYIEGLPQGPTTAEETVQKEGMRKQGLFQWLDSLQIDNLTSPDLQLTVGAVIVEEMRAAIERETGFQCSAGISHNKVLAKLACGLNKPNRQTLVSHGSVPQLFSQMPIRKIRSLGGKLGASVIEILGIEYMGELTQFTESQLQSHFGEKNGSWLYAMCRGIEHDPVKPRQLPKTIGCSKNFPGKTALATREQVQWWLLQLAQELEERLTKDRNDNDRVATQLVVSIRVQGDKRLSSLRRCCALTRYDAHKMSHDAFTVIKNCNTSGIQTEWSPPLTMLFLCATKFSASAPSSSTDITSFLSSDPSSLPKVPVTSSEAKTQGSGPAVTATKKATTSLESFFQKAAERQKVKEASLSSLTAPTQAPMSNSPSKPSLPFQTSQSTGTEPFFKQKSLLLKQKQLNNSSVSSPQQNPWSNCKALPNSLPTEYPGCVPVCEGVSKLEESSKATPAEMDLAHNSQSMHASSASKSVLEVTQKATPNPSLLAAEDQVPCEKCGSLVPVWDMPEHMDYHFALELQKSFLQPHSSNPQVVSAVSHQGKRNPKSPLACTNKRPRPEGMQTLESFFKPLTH
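Pol eta (10 nM) was preincubated with compounds for 15 min at room temperature, after which fluorescent replication substrate (50 nM final) was added to start the reaction. Fluorescence was read kinetically at 0 and 10 min.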
JMJD2A Tudor = inhibitors of human JMJD2A Tudor domain. AlphaScreen JMJD2A-Tudor / H3K4me3 peptide binding. Potency, µM (series often up to 114 µM), without a hit: top-dose activity change, negative = inhibition, actives largely listed as inhibitors. O75164. 4.4% of 390,000 active; note: % is set by controls: 0 for no effect and ±100 for the full control effect; nearly all actives have a fitted effect of over 50% in size
BAZ2B block = inhibitors of human BAZ2B bromodomain | AlphaScreen BAZ2B-H3K14Ac peptide displacement | Q9UIF8 | Potency, µM (top dose mostly 114 µM), inactives show at the highest dose activity change, negative = inhibition, actives largely listed as inhibitors | 4.4% of 360,000 active; note: % is set by controls: 0 for no effect and ±100 for the full control effect; nearly all actives have a fitted effect of over 60% in size
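AlphaScreen displacement of biotin-H3(5-23)K14Ac peptide (50 nM final) from BAZ2B (50 nM final) in PBS pH 7.4, 0.01% Tween-20; complex preformed 30 min RT, then compounds (top 110 uM) 30 min RT, beads 20 min dark.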
G9a block = G9a (human) methyltransferase inhibition. Q96KQ7. G9a H3K9 monomethylation, AlphaScreen, 2 h. Potency, µM (highest dose often 102 µM), without a hit: top-dose activity, negative = inhibition, usual class: inhibitors. 8.8% of 350,000 active; note: % is set by controls: 0 for no effect and ±100 for the full control effect; nearly all actives have a fitted effect of over 75% in size
Target sequence (Q96KQ7 913-1193 limits assumed): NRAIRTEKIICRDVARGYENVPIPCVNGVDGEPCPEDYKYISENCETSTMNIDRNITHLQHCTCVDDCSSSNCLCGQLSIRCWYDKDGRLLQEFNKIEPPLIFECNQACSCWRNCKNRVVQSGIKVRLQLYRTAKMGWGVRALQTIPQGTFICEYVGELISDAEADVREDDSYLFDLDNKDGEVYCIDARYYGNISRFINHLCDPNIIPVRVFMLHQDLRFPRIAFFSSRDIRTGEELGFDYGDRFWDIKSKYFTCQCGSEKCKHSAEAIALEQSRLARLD
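Methyltransferase reactions run at room temperature for 2 h (20 nM enzyme, 500 nM biotin-H3K9 peptide, 20 uM SAM) after a 15 min compound preincubation; product detected by AlphaScreen beads and anti-H3K9me1 antibody.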
BLM helicase inh = blocks DNA unwinding by human BLM helicase; AID 2528; 0.2% of 350,000 active; P54132; recombinant BLM DNA unwinding, fluorescence dequenching; Potency, µM (top dose mostly 56.1 µM), for inactives: top-dose activity change, negative = inhibition, actives largely listed as inhibitors;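 note: plate controls were vehicle for no effect and no enzyme for full effect; nearly all actives have a fitted effect of over 35% in size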
POLI inh = inhibitors of human DNA polymerase iota; Q9UNA4; Pol iota fluorescent replication assay, 10 min; Potency, µM (top dose mostly 115 µM), for inactives: top-dose activity, negative = inhibition, actives largely listed as inhibitors; 1% of 390,000 active; AID 588590
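Pol iota at 10 nM preincubated 15 min with compounds at room temperature; reaction started with fluorescent substrate, 50 nM final. Fluorescence read kinetically at 0 and 10 min; buffer-only wells as negative control.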
Numbers without * were called inactive; ? = inconclusive; / = not tested or not shown; & = joins results of further samples; [ ] = another dose, or the depositor's remark. Calls come from the whole dose curve; as a rule, active = well fitted curve in the direction sought with a large enough effect; inconclusive = small, poorly fitted or top-dose-only effect, or another doubt; inactive = no such curve, though single readings can be large; an effect the other way counts as inactive or inconclusive. Potency is the fitted concentration of half-maximal effect. Only part of the results is shown, so the mix of outcomes need not match the whole.

SMILES	APEX1 inh	POLK inh	Pol beta inh	POLH inh	JMJD2A Tudor	BAZ2B block	G9a block	BLM helicase inh	POLI inh
CCCc1nc2ccccc2n1CCOc1ccccc1	0.8%	-11.6%	-5.2%	1.4%	-9.9%[57.1 µM]	-17.4%	27.3%	1.4%	7.3%
O=C(Cn1nnc2ccccc2c1=O)N[C@H](C(=O)O)c1ccccc1	1.4%	6.7%	3.6%	-20.3%	-17.6%[11.4 µM]	0.6%	/	-0.9%	-10.7%
COc1ccc2oc(C(=O)OCC(=O)NCCN3C(=O)CSC3=O)c(C)c2c1	-1.0%	-7.5%	-9.6%	-11.3%	11.2%	7.6%	10.2%[59 µM]	3.4%	116.5%[activator]
COc1ccc(CNC(=O)c2noc3c2CCCC3)cc1	12.9%	-6.1%	28.5%	-16.0%	-5.6%	-2.6%	7.8%	-4.4%	29.2%
Cc1onc(-c2c(F)cccc2Cl)c1C(=O)OCC(=O)Nc1c(C)n(C)n(-c2ccccc2)c1=O	1.4%	-7.9%	0.2%	0.1%	1.9%	32.4%[activator]	-20.0%	-3.6%	2.8%
Cc1cc(=O)oc2cc(OCC(=O)Nc3nccs3)ccc12	-17.7%	8.8%	-0.4%	-13.4%	-4.3%	-5.0%	/	-0.8%	-5.9%
Cc1cccc(NC(=O)c2nc[nH]c2C(=O)NCCCCCNC(=O)OC(C)(C)C)c1	-22.9%	4.0%	/	-18.1%	-12.9%	3.3%	2.7%[0.501 µM]	/	29.7%
O=C(COC(=O)c1ccc(Cl)nc1)Nc1c(Cl)cccc1C(F)(F)F	-1.7%	-19.5%	/	-12.1%	-0.7%	10.1%	?	/	?
COC(=O)C1CC(O)CN1C(=O)Nc1cccc(C(F)(F)F)c1 (stereo not given)	?	-11.2%	-13.2%	2.1%	-5.6%	0.9%	25.1%[59 µM]	-2.3%	34.6%[activator]
Cc1ccnc(NS(=O)(=O)c2ccc(NC(=O)C34CC5CC(CC(C5)C3)C4)cc2)n1	-0.9%	-7.6%	-1.3%	10.4%	-12.2%	-1.7%	-49.5%[59 µM]	-2.0%	6.8%

Already shown: entries from further up.
SMILES	APEX1 inh	POLK inh	Pol beta inh	POLH inh	JMJD2A Tudor	BAZ2B block	G9a block	BLM helicase inh	POLI inh
COC(=O)C1CC(O)CN1C(=O)Nc1cccc(C(F)(F)F)c1 (stereo not given)	?	-11.2%	-13.2%	2.1%	-5.6%	0.9%	25.1%[59 µM]	-2.3%	34.6%[activator]
Cc1ccnc(NS(=O)(=O)c2ccc(NC(=O)C34CC5CC(CC(C5)C3)C4)cc2)n1	-0.9%	-7.6%	-1.3%	10.4%	-12.2%	-1.7%	-49.5%[59 µM]	-2.0%	6.8%

Next section
SMILES	APEX1 inh	POLK inh	Pol beta inh	POLH inh	JMJD2A Tudor	BAZ2B block	G9a block	BLM helicase inh	POLI inh
COc1cccc(NC(=O)CN(C)C(=O)c2cc(C)on2)c1	-12.2%	-0.1%	/	-8.7%	-2.1%	10.0%	1.9%	/	27.9%
C=CCn1c(=O)n(CCOC)c(=O)c2sc3ccccc3c21	-1.0%	-6.2%	6.2%	0.8%	-14.6%	11.7%	2.9%[59 µM]	2.6%	3.7%
O=C(CSc1nc2c([nH]c3ccccc32)c(=O)n1-c1ccccc1)N1CCCCC1	/	-9.3%[60.1 µM]	?	3.1%	-17.4%	-9.7%	3.1%[59 µM]	-1.1%	11.6%
COc1ccccc1NC(=O)CSc1nnnn1C	-1.4%	-4.7%	8.1%	-10.6%	-7.6%	9.6%	11.0%[59 µM]	-0.3%	-3.2%
Cc1ccc(S(=O)(=O)N2CCN(C(=O)c3c(-c4ccccc4)noc3C)CC2)cc1	-4.8%	-2.2%	3.9%	3.5%	-4.9%	-0.6%	24.0%	-0.6%	8.0%
Cc1ccc(NC(=O)Cc2cc(C(=O)O)c3ccccc3n2)c(C)c1	-0.4%	-7.3%	0.6%	3.1%	-17.8%	-14.7%	-0.5%	-0.1%	10.1%
O=C(O)C1CCN(c2nc(-c3ccccc3)nc3c2oc2ccccc23)CC1	?	0.8%	-0.2%	3.0%	8.0%	-29.7%	-2.6%	0.9%	7.8%
CNc1ccc(/C=C/C(=O)c2cccc3ccccc23)cc1[N+](=O)[O-]	-1.9%	-7.4%	24.1%	-17.4%	8.91µM*	7.08µM*	10µM*	-8.3%	42.1%[activator]
CCn1c(=O)c2c(cnn2C)c2ccccc21	-6.5%	-3.8%	14.7%	-18.5%	6.6%	1.5%	?	3.4%	27.9%
O=C(COc1ccc(Cl)cc1Cl)NC(=S)N1CCCc2ccccc21	-0.6%	-7.8%	13.8%	-18.0%	39.8µM*	79.4µM*	10µM*	-5.4%	?
Cc1ccsc1CN(C)C(=O)c1ccc(Oc2ccccc2)cc1	-9.6%	-0.7%	0.0%	-23.3%	104.9%[activator]	66.6%[activator]	123.1%[activator]	-11.3%	5.1%
Cc1cccc(NC(=O)CSc2nc(-c3ccccc3)cn2-c2ccccc2)c1C	/	-8.5%[60.1 µM]	-17.9%	-25.3%	?	?	?	-6.9%	10.6%
CC(c1ccccn1)N(Cc1ccco1)C(=S)Nc1cccc(F)c1 (stereo not given)	-3.0%	3.1%	?	-15.7%	?	-36.3%	?	-5.7%	30.9%[activator]
Cc1c(/C=N/NC(=O)C(C)(C)Oc2ccc(Cl)cc2)cnn1C	3.9%	-12.9%	5.0%	-17.1%	-6.7%	7.1%	37.5%[12.7 µM]	1.1%	23.7%
CC1Cc2cc(S(=O)(=O)N(C)c3ccc(Br)cc3)ccc2N1C(=O)C1CC1 (stereo not given)	/	-3.2%	2.4%	-27.5%	2.2%	-1.5%	17.6%[59 µM]	-0.6%	19.1%
CCCCOc1ccc(N(CC(=O)NC2CCCCC2)C(=O)CCC(=O)Nc2ccccn2)cc1	-8.8%	-3.9%	-0.4%	-18.2%	14.1%	-0.2%	13.2%	-2.1%	94.3%[activator]
CC1=N/C(=C\c2ccc([N+](=O)[O-])cc2)C(=O)N1c1ccc(Br)c(C)c1	-12.0%	-14.9%[60.1 µM]	8.0%	-4.6%	-24.7%	-35.5%	?	-2.3%	-32.7%
COc1ccc(NC(=O)/C=C/C(=O)O)cc1Cl	-3.5%	-3.0%	-26.8%	9.8%	-17.4%	10.4%	-9.7%[59 µM]	2.7%	-10.2%
Cc1[nH]c2ccccc2c1C1(O)C(=O)N(Cc2ccccc2Cl)c2ccccc21 (stereo not given)	/	4.0%	0.1%	-24.8%	?	?	?	-16.5%	10.7%
O=C(Cc1ccc2cccnc2c1)c1ccc(O)cc1O	17.5%	-6.7%	12.0%	-3.2%	-15.7%	9.6%	14.3%[59 µM]	-0.1%	-11.9%
COc1ccc(CN(C)C(C)C(=O)Nc2ccc(S(=O)(=O)N3CCOCC3)cc2)c(OC)c1 (stereo not given)	0.0%	-5.6%	-10.0%	3.6%	-4.5%	-18.1%	-5.9%	3.2%	5.5%
COc1ccc(-c2nc(Cn3c(SCc4cccc(Cl)c4)nc4ccncc43)c(C)o2)cc1	/	-7.3%	?	-13.7%	-20.8%	-12.7%	4.0%[59 µM]	-6.0%	-16.5%
COc1cc2c(cc1OC)CN(C(=O)c1ccc(S(=O)(=O)N3CCCCC3)cc1)CC2	3.6%	-8.2%	20.8%	-18.3%	-11.9%	-19.7%	-1.0%[59 µM]	-3.9%	1.8%
Nc1c(N(Cc2ccco2)C(=O)COc2ccccc2F)c(=O)[nH]c(=O)n1Cc1ccccc1	-0.3%	-24.2%	/	-0.1%	-7.2%	2.0%	?	/	?
CCCCn1cnc2c(cnn2-c2ccc(Cl)cc2)c1=O	13.9%	-8.3%	-2.9%	-2.1%	-11.1%	-3.1%	-7.4%[59 µM]	5.2%	6.8%
CCn1c(SC)nnc1-c1ccc(S(=O)(=O)N2CCCCC2)cc1	/	-3.8%	/	0.1%	-6.0%	/	/	/	5.8%[58.9 µM]
CN1CCC(=NNC(=O)c2cc(-c3ccc(Cl)cc3)n[nH]2)CC1	-1.9%	7.3%	8.8%	-19.0%	-8.4%	0.6%	/	2.7%	9.0%
O=C(Nc1cccc(-c2nnc(-c3ccccc3)o2)c1)C1CCCO1 (stereo not given)	-0.1%	-3.0%	-22.0%	-8.8%	-10.7%	19.0%	?	0.6%	40.3%[activator]
N#CC1=C(SCC(=O)c2ccc(Br)cc2)NC2=C(C(=O)CCC2)C1c1ccco1 (stereo not given)	-11.1%	-12.8%	-1.3%	?	?	-12.6%	-5.6%[59 µM]	-8.5%	?
CCN1CCCC1CNC(=O)c1ccc2c(c1)NC(=O)/C(=C\c1ccc(OC)c(OC)c1)S2 (stereo not given)	-30.0%	-13.4%	?	?	28.2µM*	25.1µM*	-8.8%[0.0925 µM]	-21.1%	-11.2%
CCS(=O)(=O)N1CCC2(CC1)OC(=O)C(C)=C2C(=O)NCc1ccccc1C	/	2.3%	3.5%	-4.6%	-11.4%	6.2%	8.5%[59 µM]	2.0%	17.8%
CC(C)C(=O)N1c2nc(C(C)C)nn2C2(CCCCC2)[C@@H]2CCCC[C@@H]21	/	-4.1%	22.1%	-5.7%	-13.6%	1.0%	1.6%[59 µM]	-5.9%	20.6%
COc1cccc(C(=O)Nc2nnc(S(=O)(=O)N3CCOCC3)s2)c1	62.0%[activator]	-9.8%&0.8%	-13.6%&26.1%	-9.0%&-0.1%	?	?	12.8%	-0.8%&-9.0%	26.1%&-24.2%
OCC1(CCCc2ccccc2)CCN(C2CCSCC2)CC1	-1.0%	0.2%	-14.1%	-11.8%	-16.8%	0.4%	-29.1%	-0.6%	34.6%[activator]

A different layout for some results above:
| mol | APEX1 inh | POLK inh | Pol beta inh | POLH inh | JMJD2A Tudor | BAZ2B block | G9a block | BLM helicase inh | POLI inh |
| --- | --- | --- | --- | --- | --- | --- | --- | --- | --- |
| CCN1CCCC1CNC(=O)c1ccc2c(c1)NC(=O)/C(=C\c1ccc(OC)c(OC)c1)S2 (stereo not given) | -30.0% | -13.4% | ? | ? | 28.2µM* | 25.1µM* | -8.8%[0.0925 µM] | -21.1% | -11.2% |
| Nc1c(N(Cc2ccco2)C(=O)COc2ccccc2F)c(=O)[nH]c(=O)n1Cc1ccccc1 | -0.3% | -24.2% | / | -0.1% | -7.2% | 2.0% | ? | / | ? |
| Cc1ccsc1CN(C)C(=O)c1ccc(Oc2ccccc2)cc1 | -9.6% | -0.7% | 0.0% | -23.3% | 104.9%[activator] | 66.6%[activator] | 123.1%[activator] | -11.3% | 5.1% |

Source: PubChem
